CatB mixtures – cathepsin B inhibitors from pooled compounds, primary screen, biochemical, compound mixtures, AMC fluorescence; Purified cathepsin B, AMC dipeptide fluorescence; inhibition, %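 (ten-compound pools at 5 µM per compound and 50 µM total)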; P07858; AID 488, 2006; actives 0.06% (n = 62,000); in the data active = inhibition above about 22%, passing the limit was not always enough;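 note: 0% = enzyme without compound and 100% = no enzyme blank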
FXIa mix inh – FXIa protease inhibitors in compound pools, primary screen, biochemical, 10-compound mixtures; AID 680, 2007; actives 0.19% (n = 62,000); purified FXIa, fluorogenic substrate, pooled mixtures; inhibition, % at 5 µM;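 note: each value is inhibition by a whole ten-compound pool holding the compound; 0% = enzyme with no mixture and 100% = wells lacking enzyme; strong numbers were not always called active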
CatS block – inhibitors of human cathepsin S, biochemical, compound mixtures; P25774; recombinant cathepsin S, AMC dipeptide fluorescence, pooled mixtures; inhibition, %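 (tested at 5 µM per compound within 10-compound mixtures)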; actives 0.06% (n = 62,000); AID 501, 2006; in the data active = inhibition above about 32%, passing the limit was not always enough;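 note: 0% = enzyme without compound and 100% = blank without enzyme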
C1s block – complement C1s protease inhibitors, primary screen, biochemical, 10-compound mixtures | Complement C1s subcomponent (Homo sapiens), P09871 | purified C1s, fluorogenic AMC substrate, pooled mixtures | mean inhibition % of two 10-compound mixtures (hits give high values), % at 5 µM (by protocol) | actives 0.16% (n = 62,000) | AID 538, 2006;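 active = inhibition above 20% in each of the two 10-compound mixture wells holding the compound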;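 note: 0% = enzyme wells lacking compound mixture and 100% = no-enzyme blank wells; some compounds called inactive have numbers as strong as hits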
FXIIa mix inh – human factor XIIa inhibitors, primary screen, biochemical, pooled compound mixtures, fluorogenic substrate | Coagulation factor XII (Homo sapiens), P00748 | purified FXIIa | actives 0.2% (n = 62,000) | inhibition, % at 5 µM | AID 684, 2007;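 note: 0% = enzyme without compound and 100% = no enzyme blank; some results filed as inactive read as strong as hits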
Target sequence (P00748 20-372 limits assumed): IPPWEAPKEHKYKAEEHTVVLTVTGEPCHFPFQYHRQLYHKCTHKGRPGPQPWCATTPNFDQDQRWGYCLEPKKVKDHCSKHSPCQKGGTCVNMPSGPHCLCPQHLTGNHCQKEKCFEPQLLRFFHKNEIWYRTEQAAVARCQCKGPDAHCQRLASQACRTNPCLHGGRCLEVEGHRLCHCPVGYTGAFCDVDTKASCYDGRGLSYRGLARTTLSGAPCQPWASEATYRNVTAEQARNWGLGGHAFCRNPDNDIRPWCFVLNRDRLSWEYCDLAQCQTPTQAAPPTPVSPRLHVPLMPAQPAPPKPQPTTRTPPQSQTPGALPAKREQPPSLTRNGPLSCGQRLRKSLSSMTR
Target sequence (P00748 373-615 limits assumed): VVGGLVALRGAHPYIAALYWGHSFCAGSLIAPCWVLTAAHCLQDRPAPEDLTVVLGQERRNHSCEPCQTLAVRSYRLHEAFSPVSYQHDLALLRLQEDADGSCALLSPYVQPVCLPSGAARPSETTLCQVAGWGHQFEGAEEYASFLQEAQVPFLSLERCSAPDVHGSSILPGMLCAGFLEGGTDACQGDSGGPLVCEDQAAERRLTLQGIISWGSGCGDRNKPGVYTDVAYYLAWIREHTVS
CatB inh – human cathepsin B inhibitors, primary screen, biochemical, fluorogenic substrate; purified cathepsin B, fluorescence; actives 0.1% (n = 63,000); inhibition, %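 (tested at 10 µM)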; P07858; in the data active = inhibition above about 21%;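 note: 0% = enzyme with no compound and 100% = no enzyme blank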
Abs 340nm – compound light absorbance at 340 nm, profiling panel, artefact control, biochemical, MLSMR library, data from PS, PMK, MK assays. compound absorbance at 340 nm, fold over control. fold change at 10 µM. 65,000 tested, under 10 active. AID 708, 2007;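 active = at 10 µM dose, initial 340 nm absorbance at least 2 fold that of control wells; inactive = change under 2 fold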;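 note: initial absorbance extrapolated from kinetic A340 decline of NADH oxidation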
CatL inh – inhibitors of human cathepsin L, biochemical; purified cathepsin L, fluorogenic substrate, fluorescence; inhibition, %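 (tested at 10 µM)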; actives 0.17% (n = 58,000); Procathepsin L (Homo sapiens), P07711; in the data active = inhibition above about 45%;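 note: 0% = enzyme with no compound and 100% = no enzyme blank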
Target sequence (P07711 114-288 limits assumed): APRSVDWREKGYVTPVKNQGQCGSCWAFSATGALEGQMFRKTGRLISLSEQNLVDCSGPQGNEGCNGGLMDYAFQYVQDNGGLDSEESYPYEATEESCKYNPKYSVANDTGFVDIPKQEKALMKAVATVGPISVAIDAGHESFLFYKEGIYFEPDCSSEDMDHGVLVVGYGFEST
Target sequence (P07711 292-333 limits assumed): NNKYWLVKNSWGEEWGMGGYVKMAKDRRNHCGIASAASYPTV
Cathepsin G inh – human cathepsin G inhibitors, primary screen, biochemical, pooled compound mixtures, AMC fluorescence | P08311 | purified enzyme, AMC-tetrapeptide fluorescence | inhibition, % at 5 µM (by protocol) | actives 0.2% (n = 62,000) | AID 581, 2007;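 active = inhibition above 20% in each of the two mixture wells holding the compound; inactive = inhibition of 20% or less in either well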;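 note: 0% = enzyme control without mixture and 100% = blank lacking enzyme; strong numbers were not always called active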
Target sequence (P08311 21-244 limits assumed): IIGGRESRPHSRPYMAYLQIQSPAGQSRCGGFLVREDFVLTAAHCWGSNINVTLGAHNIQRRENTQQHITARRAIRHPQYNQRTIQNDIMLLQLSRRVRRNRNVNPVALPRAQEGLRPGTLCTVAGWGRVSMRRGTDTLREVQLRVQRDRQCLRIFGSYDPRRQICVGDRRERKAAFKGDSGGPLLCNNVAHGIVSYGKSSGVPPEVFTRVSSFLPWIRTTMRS
* hit, by the source's call; / = not tested or not shown. Cut-off read from the data, not from the text of the source, unless noted: active = inhibition above about 20% (passing the limit was not always enough); inactive = the rest.

SMILES | CatB mixtures | FXIa mix inh | CatS block | C1s block | FXIIa mix inh | CatB inh | Abs 340nm | CatL inh | Cathepsin G inh
O=C(Nc1ccccc1C(=O)N1CCOCC1)c1ccncc1 | 1.3 | 8.0 | -0.8 | 10.3 | 9.6 | 3.5 | 0.98 | 9.4 | 8.0
O=C(Cn1cnc2c(nnn2-c2ccccc2)c1=O)N1CCOCC1 | 0.7 | 0.6 | 9.8 | 2.1 | 2.3 | -2.8 | 1.03 | 14.4 | 1.8
COc1ccc(/C(O)=C2/C(=O)C(=O)N(Cc3cccnc3)C2c2ccccn2)cc1 (stereo not given) | -0.8 | 5.9 | 9.0 | -0.1 | 2.8 | -2.6 | 1.12 | 12.1 | 5.3
CC1CCN(c2ccccc2N)CC1 | 5.9 | 2.7 | 12.6 | 8.0 | 12.6 | 1.2 | 1 | -3.6 | 11.7
CSCCC(NC(=O)C1CCC(C)CC1)C(=O)O (stereo not given) | -0.6 | 9.7 | -3.1 | 1.0 | 6.4 | 0.3 | 1.04 | -4.8 | -1.5
O=C(CCc1nc2ccccc2c(=O)[nH]1)OCc1nnc(-c2ccccc2)o1 | 0.6 | 7.6 | -5.8 | 6.3 | 3.2 | 6.1 | 0.98 | 1.3 | 9.1
CCN(CC)S(=O)(=O)c1cccc(-c2nnc(SCC(=O)c3cc(C)n(C)c3C)o2)c1 | 1.1 | 3.8 | -1.3 | -6.1 | 8.7 | 2.4 | 1 | 10.7 | 7.6
CCOc1ccc(N(CC(=O)NCc2cccc(OC)c2)S(=O)(=O)c2c(C)noc2C)cc1 | 8.1 | 4.6 | 12.3 | -15.8 | -19.9 | 11.5 | 0.98 | 5.9 | -5.6
Cn1c(-n2c(-c3ccco3)nc3ccccc3c2=O)nc2ccccc21 | 0.7 | 0.9 | 9.3 | -68.5 | 1.7 | 0.0 | 1.04 | 1.5 | -10.2
COCCCn1c(SCc2cc(=O)[nH]c3ccccc23)nnc1-c1ccco1 | 4.5 | 6.0 | 13.0 | 15.1 | 9.6 | 2.9 | 0.97 | 20.7 | 12.6
COC(=O)CSc1nnc(-c2ccccc2O)n1-c1ccc(C)cc1 | 2.6 | 2.9 | 2.6 | 2.6 | 9.8 | -1.2 | 1 | -1.0 | -5.5
O=C(c1ccc2nc(N3CCOCC3)sc2c1)N1CCCC1 | 2.8 | 1.4 | 6.5 | -43.8 | 2.8 | 3.1 | 0.98 | 30.4 | 2.2
Cc1ccnc(NS(=O)(=O)c2ccccc2)n1 | 4.8 | 7.5 | -5.8 | 2.9 | 5.2 | -7.4 | 0.99 | -14.9 | -1.0
Cc1nc(C)n(C(=O)N(c2ccccc2)c2ccccc2)n1 | -0.1 | 2.7 | 4.4 | -7.3 | 6.6 | 2.7 | 1.03 | -5.7 | 4.4
CCOC(=O)CSc1nc2c(sc(=S)n2Cc2ccco2)c(=O)n1-c1ccccc1 | -6.0 | -6.6 | 1.6 | -23.9 | 4.5 | 3.3 | 1.08 | 5.7 | -6.8
CC(C)(/C=N/O)/[N+]([O-])=C/c1ccco1 | -4.9 | -20.0 | -17.6 | -76.0 | 4.3 | 1.8 | 0.98 | -2.4 | -15.7
CCCC(=O)Nc1ccc(NC(=O)c2ccco2)cn1 | 0.1 | 0.3 | 2.5 | -5.9 | 1.1 | -6.0 | 1.03 | 4.9 | -1.9
CC(=O)c1ccc(NC2CC(O)C(O)CO2)cc1 (stereo not given) | -0.1 | 2.9 | -1.4 | -94.4 | 2.1 | 3.3 | 1.08 | 25.1 | -3.8
COC(=O)c1sc(NC(=O)COc2ccccc2OC)nc1C | -1.1 | 47.1 | 12.4 | 14.2 | 2.2 | -1.0 | 1 | -1.7 | 33.6
Cc1ccc(-c2noc(CSc3nnc(-c4ccccc4)n3C)n2)cc1 | -2.0 | 6.9 | -4.1 | 3.3 | 8.8 | 0.4 | 1.01 | 1.2 | -4.7
N/C(=N/O)c1nc(N2CCCC2)nc(N(c2ccccc2)c2ccccc2)n1 | 3.8 | -0.6 | 9.1 | -15.6 | 7.8 | -7.6 | 0.99 | -3.2 | 0.0
COC(=O)c1ccccc1NC(=O)c1cc2n(n1)C(C(F)F)CC(C(F)F)N2 (stereo not given) | 4.5 | 4.9 | -2.1 | 16.0 | 4.8 | 1.1 | 1.1 | -3.4 | 14.1
CC(=O)N1C(=O)C(=C2C=C(C)OC(C)=C2)c2ccccc21 | -2.0 | 6.0 | 13.3 | -16.4 | 3.0 | 8.2 | 1.06 | 3.2 | -7.3
CC1(C)Cc2c(c(N3CCOCC3)nc3sc(C(=O)N4CCCCC4)c(N)c23)CO1 | 1.4 | 3.2 | -5.6 | 3.3 | 2.2 | 6.0 | 1.07 | / | 7.7
Cc1ccc(Cn2ccc(NC(=O)c3cc(-c4cccs4)on3)n2)cc1 | 4.2 | 12.7 | -1.3 | 10.7 | 7.5 | 0.9 | 0.96 | 19.4 | 9.2
Other results follow:
SMILES | CatB mixtures | FXIa mix inh | CatS block | C1s block | FXIIa mix inh | CatB inh | Abs 340nm | CatL inh | Cathepsin G inh
COc1ccc(C(=O)NCc2ccccc2OC)cc1 | 2.4 | -3.1 | 15.5 | 0.6 | 0.8 | 2.6 | 1.02 | 12.6 | 10.6
C=CCn1c(SC(C)C(=O)NC2(C#N)CCCCC2)nnc1-c1ccc(OC)cc1 (stereo not given) | 5.8 | 22.1* | 14.1 | 2.5 | 4.1 | 1.1 | 0.99 | 4.7 | 8.4
Cc1ccc(C)c(-n2c(SCC(=O)Nc3nonc3C)nnc2-c2ccoc2C)c1 | -0.8 | -18.1 | 0.9 | -88.5 | 0.5 | -3.0 | 0.94 | 17.3 | -14.9
CCn1nnnc1SCCSc1nnnn1CC | -0.6 | 4.2 | 8.5 | 4.2 | -13.7 | 3.7 | 1.06 | / | 7.4
CC(C)CC(C(=O)Nn1cnnc1)N1C(=O)c2ccccc2C1=O (stereo not given) | 6.3 | 7.6 | 0.5 | 1.9 | 0.3 | 0.4 | 0.99 | 1.6 | 11.1
CCOc1ccc(N(Cc2cc3ccc(C)cc3[nH]c2=O)C(=O)COC)cc1 | 0.3 | -3.0 | 5.9 | 3.1 | 2.8 | 3.1 | 1.07 | 5.4 | 7.8
CC1CCCCC1NC(=O)c1ccc(S(=O)(=O)NCc2ccco2)cc1 (stereo not given) | 1.7 | 3.1 | -2.5 | 7.1 | 1.0 | 2.2 | 1.03 | / | 8.3
C=CCn1cnc2c(c1=O)c1nc3ccccc3nc1n2/N=C/c1ccccn1 | 2.6 | 1.6 | 4.7 | -8.1 | -20.3 | 0.9 | 1.17 | -31.0 | -6.3
O=C(O)c1ccc(Cn2cc(Cl)cn2)cc1 | 9.3 | 13.7 | 12.0 | 8.2 | 2.2 | 4.4 | 1.03 | 5.8 | -4.1
COc1ccc(OCC(=O)N2CCN(C(=O)c3ccccc3)CC2)cc1 | -4.1 | -3.2 | 1.5 | -8.9 | 7.4 | 2.1 | 1.03 | 2.4 | -6.1
COc1ccccc1NC(=O)C1=C(C)Nc2nc(-c3cccs3)nn2C1c1cccnc1 (stereo not given) | 3.7 | -1.5 | 3.1 | -8.9 | 9.4 | 3.9 | 1.04 | / | 7.4
COc1ccc(N2CCN(C(=O)c3cc4c(-c5ccc(Cl)cc5)nn(C)c4s3)CC2)cc1 | 4.1 | 2.7 | -0.6 | 2.4 | -9.7 | -0.5 | 1.07 | -5.0 | 8.2
Cc1cc(C(=O)OCn2nnc3ccccc3c2=O)c(C)o1 | -1.8 | -3.1 | -6.7 | -36.3 | 1.1 | 1.7 | 1.02 | / | 1.2
Cc1cccc(NC(=O)CSc2nnc(-c3ccc(S(=O)(=O)N4CCCC4)cc3)o2)c1 | -8.2 | -0.6 | 3.3 | 3.9 | -10.4 | 2.2 | 1 | 5.1 | 8.2
CCSc1nnc(NC(=O)C2Cc3ccccc3CN2C(=O)c2ccco2)s1 (stereo not given) | -0.1 | 5.7 | 5.3 | -9.7 | 6.2 | -0.9 | 1.04 | 5.8 | 4.7
CCCn1cc(SCC(=O)Nc2nnc(C)s2)c2ccccc21 | -2.6 | 4.3 | 0.5 | -3.6 | 0.3 | -1.8 | 1.04 | -11.5 | -2.8
COc1ccc(C(O)C(CC(=O)NCCCOC(C)C)C(=O)NCCCOC(C)C)cc1OC (stereo not given) | 2.5 | 3.6 | 2.7 | 16.6 | 3.8 | 5.1 | 1 | / | 10.2
O=c1[nH]c(Cn2nnc(-c3ccccc3)n2)nc2scc(-c3ccccc3)c12 | 4.2 | 0.8 | -3.9 | 0.0 | 4.8 | -0.3 | 1.01 | 1.4 | 8.1
O=C(CC1Oc2ccccc2NC1=O)NCCCN1CCN(C2CCCCC2)CC1 (stereo not given) | -3.2 | 1.7 | -4.6 | -11.5 | 3.5 | -4.6 | 1.04 | / | -3.6
Cn1c(C(=O)OC(C(=O)NC2CCCC2)c2cccnc2)cc2sccc21 (stereo not given) | 8.7 | 10.7 | 7.4 | 8.2 | -18.3 | -0.4 | 1.01 | 7.0 | 4.8
S=c1[nH]nc(-c2cccc(Br)c2)o1 | 2.4 | -0.3 | -1.1 | 2.5 | -2.5 | 1.4 | 1.01 | -0.7 | -6.6
O=C(c1ccco1)N1CCN(c2nc3ccccc3n3nnnc23)CC1 | 3.7 | 5.0 | 11.5 | 9.7 | 10.8 | 2.7 | 1.06 | 1.1 | 7.8
Cc1cc(N2CCOCC2)nc(SCC(=O)c2ccc(Cl)cc2)n1 | -7.7 | 0.5 | 2.2 | 3.2 | -15.7 | 3.2 | 1 | / | 7.3
COc1cc(S(=O)(=O)Nc2ncccc2C)c(OC)cc1Cl | -0.7 | 5.3 | 11.3 | 3.0 | 1.5 | 3.4 | 1.08 | 19.0 | 1.1
Cc1cc2ccccc2n1CCNC(=O)c1ccc(S(=O)(=O)N2CCOCC2)cc1 | 6.7 | 4.9 | -11.9 | 15.2 | 6.1 | -1.6 | 1 | -1.8 | 7.6
Further compounds follow:
SMILES | CatB mixtures | FXIa mix inh | CatS block | C1s block | FXIIa mix inh | CatB inh | Abs 340nm | CatL inh | Cathepsin G inh
CCCc1cc(=O)oc2cc(C)c3c(C)coc3c12 | -0.2 | 7.8 | 13.9 | -11.7 | -0.9 | 9.6 | 1.03 | / | -5.2
COCCN(Cc1cc2ccccc2[nH]c1=O)C(=O)c1ccccc1OC | 1.7 | 3.0 | 0.2 | -8.3 | 8.5 | 3.2 | 1.04 | 0.1 | -8.9
CCO/C=N/c1c(C#N)c(CC#N)nn1-c1ccccc1 | 2.5 | 7.9 | -3.3 | 0.4 | 3.6 | -1.2 | 1.02 | / | -1.7
CC12CCC(C(=O)Nc3ccccc3N3CCOCC3)(CC1=O)C2(C)C (stereo not given) | 3.8 | 7.1 | 10.6 | -25.0 | 5.4 | 1.2 | 1.06 | 20.1 | -6.8
Cc1cc(-c2ccccc2C(=O)O)on1 | -1.3 | -7.6 | 2.7 | -71.2 | 12.3 | -3.9 | 0.99 | 3.9 | -6.5
CC1(Cc2ccc3c(c2)OCO3)NC(=O)NC1=O (stereo not given) | -12.0 | -26.2 | -27.0 | -164.5 | -17.9 | 3.7 | 1.01 | -5.8 | -15.9
Cc1cc(C(=O)N(C)CC(=O)Nc2ccccc2C(F)(F)F)c(C)o1 | 2.0 | -0.1 | 1.8 | 4.8 | 11.0 | 3.1 | 1.02 | -3.7 | 7.7

Screening data: PubChem, several laboratories

Some of the compounds tested; count on the stated rates, not on these rows.
